High-throughput results from PubChem.
TWEAK-Fn14 inh: inhibitors of TWEAK-Fn14 interaction signaling | AID 1159606 | TWEAK-stimulated Fn14 reporter cells, luciferase luminescence, 8 h | 360,000 tested, 2% active | inhibition, % at 10 µM; in the data active = inhibition above about 50%
Shn3 3UTR inh: Schnurri-3 reporter inhibition in Clone20 osteoblasts. AID 588674. Clone20 osteoblast Shn3 3'UTR firefly luciferase, 24 h. 360,000 tested, 0.52% active. inhibition, % at 12.5 µM;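 active = mean inhibition of at least 75% with every replicate also reaching 75%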;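 note: 0% = median of neutral control wells and 100% = pilot-screen positive control compound; some compounds past the cut are filed as inactive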
TROY NFkB inh: TROY signaling inhibition | Q293 LMP1-TROYcd NF-kB luciferase reporter, 4 h | inhibition, % at 10 µM | 360,000 tested, 0.98% active;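 active = compounds whose plate-normalised and pattern-corrected inhibition of the luciferase reporter signal at the single screening dose is 50% or more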
KKLEB tox: reduces viability of KKLEB cystic fibrosis airway cells; KKLEB CF airway cells viability, ATPlite luminescence, overnight; stronger effect = lower value; cells stimulated with P. aeruginosa culture filtrate; activity change (cytotoxicity), % at 5 µM; 360,000 tested, 0.36% active;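 active = corrected activity change at or below -50% at 5 µM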
NR2E3 ag-1: agonists of human nuclear receptor NR2E3. GST-NR2E3/biotin-RetCOR TR-FRET, 1536-well. AID 2300. Q9Y5X4. 320,000 tested, 0.12% active. inhibition of corepressor binding, % at 4.78 µM;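 active = percent inhibition above the cutoff of mean plus 3 SD of all tested compounds, set per screening campaign, cut at about 20% in these data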;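 note: 0% = DMSO wells and 100% = biotin wells as full block of FRET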
Target sequence (Q9Y5X4 whole entry, looked up): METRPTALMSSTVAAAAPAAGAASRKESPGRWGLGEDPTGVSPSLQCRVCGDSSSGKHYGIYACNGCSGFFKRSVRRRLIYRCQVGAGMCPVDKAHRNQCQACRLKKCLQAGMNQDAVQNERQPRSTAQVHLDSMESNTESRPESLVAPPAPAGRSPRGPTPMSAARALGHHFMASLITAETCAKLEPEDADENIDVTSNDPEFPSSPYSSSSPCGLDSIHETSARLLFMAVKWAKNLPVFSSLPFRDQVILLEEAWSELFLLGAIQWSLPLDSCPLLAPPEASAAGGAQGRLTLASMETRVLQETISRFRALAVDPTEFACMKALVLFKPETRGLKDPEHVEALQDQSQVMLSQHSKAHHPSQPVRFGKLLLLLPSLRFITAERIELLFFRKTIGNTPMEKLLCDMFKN
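Material: NR2E3–RetCOR corepressor complex / Incubation: Compound–protein incubation for 5 h at 4 °C / Dosing: compound at 4.8 µM, single dose / Detection: time-resolved FRET / Benchmarks: high control biotin, low control 0.6% DMSO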
CF NFkB inh: cystic fibrosis NF-kB activation inhibition. AID 588850. 360,000 tested, 0.86% active. KKLEB NF-kB-GFP reporter, PAF-induced, GFP fluorescence overnight. inhibition, % at 5 µM;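 active = at least 50% inhibition at 5 µM, scaled per plate between neutral and stimulator controls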;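 note: PAF is a Pseudomonas aeruginosa culture filtrate used as stimulus; plate controls were PAF-stimulated DMSO wells for no effect and unstimulated DMSO wells for full effect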
Peg3 promoter: Peg3 promoter activity inhibition. HeLa PEG-Prom luciferase reporter, luminescence, overnight. inhibition, % at 20 µM. AID 588405. 360,000 tested, 1.7% active;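 active = inhibition of at least 50% at 20 µM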
HIF-2a inh: blocks HIF-2a reporter activity; AID 624352; 360,000 tested, 0.72% active; 786-0 RCC cells HIF-2a reporter, luciferase luminescence, overnight; inhibition, % at 18.8 µM;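 active = inhibition of the luminescence signal of 40% or more relative to plate controls, in a single-dose primary screen at 18.75 µM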
NR2E3 ag-2: human photoreceptor-specific nuclear receptor agonism. CHO-S Gal4-NCOR/VP16-NR2E3 two-hybrid, luciferase. Q9Y5X4. AID 602229. inhibition of corepressor binding, % at 3.98 µM. 360,000 tested, 0.35% active;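 active = inhibition above the mean of all tested compounds plus 3 SD, cut at about 70% in these data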;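 note: 0% = DMSO with NR2E3 transfected cells and 100% = cells lacking NR2E3 construct; higher means lower luciferase signal from less NR2E3 corepressor binding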
MITF TRPM1 inh: reduces MITF-dependent TRPM1 promoter luciferase signal. SK-MEL-5 TRPM1 promoter luciferase, 24 h. inhibition, % at 12.5 µM. 330,000 tested, 0.83% active. AID 488899;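 active = mean inhibition across replicates of 60% or more, whatever share of single replicates reaches that level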; note: values of inactives mirror those of a sister screen read the other way
C8 TRAIL sens: caspase-8 TRAIL sensitization; AID 624354; NB7+C8 cells + TRAIL, ATPlite viability luminescence; 360,000 tested, 1% active; inhibition (viability loss, TRAIL sensitization), % at 10 µM;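 active = compounds causing at least 50% loss of cell viability in the single-dose screen, relative to plate controls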
* = called active by the depositor; nt = no result given. A portion of the library; count on the stated rates, not on these rows.

SMILES | TWEAK-Fn14 inh | Shn3 3UTR inh | TROY NFkB inh | KKLEB tox | NR2E3 ag-1 | CF NFkB inh | Peg3 promoter | HIF-2a inh | NR2E3 ag-2 | MITF TRPM1 inh | C8 TRAIL sens
Cc1c(NC(=O)C(C)OC(=O)c2c3c(nc4ccccc24)CCC3)c(=O)n(-c2ccccc2)n1C (stereo unspecified) | 20 | 8 | -3 | 15 | -1 | -16 | 12 | 13 | -11 | -5 | -10
CC(=O)c1cccc(CN2CCCC(C(=O)Nc3ccc(-c4ccco4)cc3)C2)c1 (stereo unspecified) | -14 | -2 | 0 | 1 | 3 | -15 | -7 | 1 | -13 | -2 | 6
CCn1c2ccccc2c2cc(N=C3SC(CC(=O)Nc4ccccc4OC)C(=O)N3C)ccc21 (stereo unspecified) | 4 | 0 | 3 | -4 | 5 | 6 | 11 | 13 | -6 | 7 | 5
O=C(c1ccc(COc2c(F)c(F)c(F)c(F)c2F)o1)N1CCOCC1 | 7 | 19 | -2 | -6 | 5 | 11 | 21 | 0 | 8 | 8 | -2
NS(=O)(=O)c1ccc(NC(=O)COC(=O)c2ccc3c(c2)OCCO3)cc1 | -3 | -5 | 5 | 1 | -1 | 4 | 10 | 9 | -1 | 17 | -2
O=C(Nc1ccccc1)Nc1nnc(-c2ccccc2)s1 | -21 | -38 | -14 | 12 | -1 | 0 | -115 | -122 | -57 | -25 | 3
CC12COC3(C(=O)Nc4ccccc4)CC1CCC32C (stereo unspecified) | 8 | 9 | 3 | -1 | 3 | -10 | 5 | 14 | -20 | 0 | -6
COc1cccc(NC(=O)CN(C)C(=O)c2cccnc2Sc2ccc(C)c(C)c2)c1 | -2 | 11 | -19 | -13 | 2 | -16 | 23 | -8 | 17 | 2 | 13
COc1ccccc1C(=O)Nc1c2c(nn1-c1ccc([N+](=O)[O-])cc1)CS(=O)(=O)C2 | -12 | -3 | -2 | -10 | -4 | 12 | -2 | 6 | -7 | -14 | 2
CCCCNC(=O)N(O)C1N(/N=C/c2cccs2)C(=S)SC1(C)C (stereo unspecified) | -20 | 3 | -40 | -35 | -2 | 24 | 3 | 6 | -10 | -8 | 5
C[C@H](CO)N1C[C@H](C)[C@@H](CN(C)C(=O)NC2CCCCC2)Oc2ccc(NC(=O)Cc3ccccc3)cc2C1=O | -24 | -18 | -1 | 0 | nt | 4 | -7 | 1 | -32 | 0 | 5
O=C1c2ccccc2S(=O)(=O)N1CC(O)Cn1c2ccccc2c2ccccc21 (stereo unspecified) | -49 | 25 | -20 | -9 | -4 | 11 | 5 | 16 | -17 | 4 | 3

Brought forward from above: 2 entries, then new ones.
SMILES | TWEAK-Fn14 inh | Shn3 3UTR inh | TROY NFkB inh | KKLEB tox | NR2E3 ag-1 | CF NFkB inh | Peg3 promoter | HIF-2a inh | NR2E3 ag-2 | MITF TRPM1 inh | C8 TRAIL sens
C[C@H](CO)N1C[C@H](C)[C@@H](CN(C)C(=O)NC2CCCCC2)Oc2ccc(NC(=O)Cc3ccccc3)cc2C1=O | -24 | -18 | -1 | 0 | nt | 4 | -7 | 1 | -32 | 0 | 5
O=C1c2ccccc2S(=O)(=O)N1CC(O)Cn1c2ccccc2c2ccccc21 (stereo unspecified) | -49 | 25 | -20 | -9 | -4 | 11 | 5 | 16 | -17 | 4 | 3
Cc1nc2c(ccc3c([N+](=O)[O-])cccc32)c(C)c1C | -33 | 1 | -38 | 8 | -1 | -25 | -60 | -31 | -10 | -27 | -3
CCOC(=O)c1cc2cc3ccccc3cc2oc1=O | -16 | -24 | -70 | 0 | -1 | 2 | -49 | -37 | -12 | 1 | 7
Cc1ccc(C)c(S(=O)(=O)Nc2nc(C)c(C(=O)Nc3ccccc3)s2)c1 | 11 | 2 | -18 | 3 | 1 | -16 | -6 | 6 | 14 | -11 | 3
O=C(Nc1cccc(O)c1)N1CCOCC1 | 12 | -4 | 10 | -3 | 0 | 3 | 2 | 20 | 1 | -1 | 5
C=CCNC(=O)C1=NOC(CNC(=O)c2c(-c3ccccc3Cl)noc2C)C1 (stereo unspecified) | -12 | 8 | -12 | 0 | -1 | 1 | 15 | 21 | -15 | 10 | -3
CCN(CC(=O)Nc1c(F)cccc1F)C(=O)CSCc1ccc(C)cc1 | 2 | 5 | -3 | -23 | nt | 2 | -2 | -3 | -20 | nt | -3
N#Cc1cc(-c2ccccc2)cnc1Cl | -4 | 13 | 1 | -1 | 2 | -4 | 11 | -5 | 12 | -12 | -28
FC(F)(F)c1ccc2c(c1)nc1n2CCCC1 | 16 | -32 | -7 | 1 | -3 | -15 | -44 | -31 | -32 | -15 | 11
COc1ccccc1CN1C2CCCC1CC(NC(=O)/C=C/c1ccccc1)C2 (stereo unspecified) | -2 | 2 | -17 | -2 | 1 | 2 | 8 | -15 | 3 | -3 | -2
Nc1ncc(-c2nnnn2-c2ccc(Cl)cc2)c(-c2ccc(Cl)cc2)n1 | 35 | 0 | 28 | -11 | 3 | 23 | 33 | 32 | -42 | 27 | 17
CC(=O)Nc1ccc(OCC(O)Cn2cccn2)cc1 (stereo unspecified) | 6 | -19 | 19 | -14 | nt | 12 | -9 | -6 | -6 | 5 | -11
CCOc1ccc(C(=O)NCC(c2ccco2)N2CCc3ccccc3C2)cc1 (stereo unspecified) | 21 | -12 | -3 | 6 | 0 | 11 | -14 | 1 | -9 | -1 | 5

Only C8 TRAIL sens, for 5 of the compounds above:
mol,C8 TRAIL sens
CCOc1ccc(C(=O)NCC(c2ccco2)N2CCc3ccccc3C2)cc1 (stereo unspecified),5
CC12COC3(C(=O)Nc4ccccc4)CC1CCC32C (stereo unspecified),-6
O=C(Nc1ccccc1)Nc1nnc(-c2ccccc2)s1,3
CC(=O)Nc1ccc(OCC(O)Cn2cccn2)cc1 (stereo unspecified),-11
FC(F)(F)c1ccc2c(c1)nc1n2CCCC1,11

New compounds follow:
SMILES | TWEAK-Fn14 inh | Shn3 3UTR inh | TROY NFkB inh | KKLEB tox | NR2E3 ag-1 | CF NFkB inh | Peg3 promoter | HIF-2a inh | NR2E3 ag-2 | MITF TRPM1 inh | C8 TRAIL sens
CCOc1ccc(Oc2nc(NCC(C)C)nc(N(C)C)n2)nn1 | 2 | 16 | -17 | 3 | -2 | -8 | 5 | 8 | 7 | 5 | 0
Cc1cc(C(=O)N2CCc3ccccc32)n(-c2ccccc2)n1 | 5 | 25 | 12 | -5 | 1 | -1 | 31 | 16 | -65 | nt | 13
Clc1ccc2oc(-c3ccccc3)nc2c1 | -16 | -70 | -78 | 10 | -1 | -15 | -183 | -253 | -17 | -47 | -9
C[C@H](NC(=O)[C@@H]1Cc2ccccc2CN1)C(=O)NC1CCCCC1 | -10 | -32 | 5 | 12 | 1 | 1 | -9 | 4 | -6 | 5 | -14
CN1CCCN(C(=O)c2cccc(Cl)c2)CC1 | 1 | 9 | 2 | 4 | 2 | -20 | 21 | 14 | -1 | 1 | 12
CCC(=O)OCc1cc2cccc(C)c2[nH]c1=O | 9 | 8 | -20 | -3 | 0 | -14 | 11 | 8 | 9 | 8 | -8
COc1ccc(OCCC(=O)OCc2c(C)noc2C)cc1 | 5 | -3 | 0 | -3 | -1 | 2 | -6 | 6 | 14 | 0 | -10
O=C1NC[C@H](CCCCN2C[C@H](Cc3ccc(O)cc3)N(CC3CCCCC3)C(=O)C2=O)N(CCc2ccccc2)C1=O | 3 | nt | 4 | nt | nt | nt | nt | -1 | 3 | nt | -1
CCOc1ccc(NC(=O)CN(C)C(=O)c2ccc(NC3CC3)c([N+](=O)[O-])c2)cc1OCC | -22 | 4 | 13 | -2 | -4 | -3 | 12 | 11 | -9 | 6 | 3
OC(COCC1COc2ccccc2O1)CN1CCN(c2ccccc2)CC1 (stereo unspecified) | -1 | -5 | 1 | -4 | -1 | -1 | 14 | 7 | -3 | 2 | -8
N#C/C(=C\c1ccc(Cl)cc1)C(=O)NC1CC1 | -5 | 10 | -33 | 9 | 0 | 3 | 2 | 22 | -18 | -7 | 1
CC(=O)Nc1ccc(S(=O)(=O)NC2(C(F)(F)F)NC(=O)N(C3CCCC3)C2=O)cc1 (stereo unspecified) | 13 | -9 | -14 | 5 | 1 | -11 | 1 | 14 | 10 | 0 | -7
CCCc1cc(=O)[nH]c(SCC(=O)N(CCOC)c2c(N)n(Cc3ccccc3)c(=O)[nH]c2=O)n1 | -10 | 13 | 9 | 4 | -3 | -11 | 13 | 9 | -5 | -4 | -7
CCOC(=O)c1sc(-c2cccc(C(F)(F)F)c2)nc1O | -15 | 1 | -2 | -6 | 3 | -20 | -1 | 14 | -7 | -1 | 0
COCC(C)NC(=O)c1nn(Cc2ccccc2)c(=O)c2ccccc12 (stereo unspecified) | 11 | -12 | 0 | 6 | 1 | -32 | 23 | 9 | -9 | -5 | 9
O=C(NCc1ccc(F)cc1)C1CCC(CNc2c(N3CCOCC3)c(=O)c2=O)CC1 (stereo unspecified) | -24 | 7 | 1 | 0 | 0 | 12 | 6 | -5 | -7 | -1 | -29
Cc1ccc(OCC(=O)Nc2ccc(S(=O)(=O)N3CCCC3)cc2)cc1 | 8 | 10 | 1 | -1 | 1 | -2 | 5 | 13 | -6 | 10 | -4
O=C(NCc1cccs1)C1CCCN(S(=O)(=O)c2cccs2)C1 (stereo unspecified) | -7 | -8 | -4 | 2 | 5 | 12 | 19 | 10 | -2 | 0 | -18
CCOc1ccc(NCC(=O)c2ccc(C)cc2)cc1 | 2 | 27 | -47 | -5 | -3 | 18 | -55 | -129 | -5 | 9 | 17
CCOc1ccc(OCCCC(=O)O)cc1 | 3 | -7 | -18 | -12 | 0 | 8 | 7 | 14 | -7 | 1 | 7
O=C(Nc1ccc2oc(-c3ccccc3F)nc2c1)c1ccc([N+](=O)[O-])o1 | 0 | -32 | 9 | 11 | nt | -43 | -41 | -76 | -24 | -12 | -8
Cc1ccc(NC(=O)c2cccc(N3C(=O)C4C5CCC(C5)C4C3=O)c2)c(C)c1 (stereo unspecified) | 0 | -4 | -15 | -4 | 1 | -5 | 8 | 1 | 5 | 4 | -7
c1ccc(SCCN2CCc3ccccc3C2)cc1 | -43 | -76 | -97 | -9 | 4 | 16 | -175 | -190 | -53 | -67 | 5
O=C(CSc1ncnc2c1oc1ccccc12)N1CCCc2ccccc21 | 0 | 30 | 26 | -22 | -1 | -3 | -31 | -72 | 2 | -6 | 2
O=CN1N=C(c2ccccc2)CC1c1ccc(Cl)cc1 (stereo unspecified) | -15 | -4 | -3 | 2 | 4 | 14 | 11 | 5 | 4 | -4 | 2
C/C(=N\NC(=O)CCC(=O)N/N=C(\C)c1ccc(C)o1)c1ccc(C)o1 | -3 | -7 | 2 | 4 | -6 | -1 | 13 | 16 | -17 | nt | -8
COc1ccc(OC)c(NC(=S)N2CCN(C/C=C/c3ccccc3)CC2)c1 | 6 | 19 | -2 | 7 | 3 | -11 | -15 | -10 | -14 | 16 | -4
CCCN(C(=O)CSCc1ccc(Cl)cc1)c1c(N)n(Cc2ccccc2)c(=O)[nH]c1=O | 2 | 7 | -4 | -17 | -4 | 6 | 7 | 1 | -29 | 2 | -3
CN=c1scc(-c2ccc(OC)cc2)n1/N=C(\C)c1cccnc1 | 0 | 19 | -10 | 6 | 2 | -31 | -160 | -216 | -61 | 10 | 34
C#CCOc1c(Br)cc(/C=N\NC(=O)CN2CCOCC2)cc1OCC | 5 | -7 | -24 | -3 | -3 | 11 | 11 | 4 | -23 | -9 | -7
